# cardiac RTF act – cardiac RTF calcium sensitivity activators, primary screen, biochemical, IANBD-TnC fluorescence, EC20 calcium. Troponin I, cardiac muscle (Homo sapiens) + Troponin T, cardiac muscle (Homo sapiens) + …. IANBD-labeled TnC RTF fluorescence at EC20 calcium; 0% EC20 calcium, 100% full calcium. activation, % at 7.2 µM. hit rate 0.24% among 340,000. AID 493008, 2010;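 active means activation above the mean over all tested compounds plus 3 SD, cut at about 30% in these data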;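 further: rise in fluorescence read as greater calcium sensitivity of cardiac thin filaments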
# Mot1-301 SUMO – yeast Mot1-301 growth rescue at high temperature, primary screen, SUMOylation pathway inhibitor project, S. cerevisiae, ATP luminescence, 38.5C; S. cerevisiae Mot1-301 growth rescue; percent above DMSO median, 100 means doubled; growth rescue, % at 18.8 µM; hit rate 1% among 320,000; AID 2716, 2010;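 active means every valid replicate shows activation above 250% relative to neutral control wells; inactive means the rest, any valid replicate at or below 250%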;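 further: OY570 slx delta 5 strain wells were the positive control but not used for scaling; some compounds called inactive have numbers as strong as hits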
# LANA DNA inh – inhibitors of KSHV C-LANA binding to DNA, primary screen, biochemical, fluorescence polarization, FAM-LBS DNA, MBP-C-LANA, single point | Kaposi's sarcoma herpesvirus LANA C-terminal domain (residues 932-1162) DNA binding | inhibition, % at 9 µM | hit rate 0.078% among 340,000;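 active means highest replicate inhibition at or above 60% at 9 µM, even if other replicates fall short; inactive means all replicates below 60% inhibition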;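 further: 0% = neutral control wells and 100% = 4 µM acridine orange control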
# CDK5 p35 inh – inhibitors of human CDK5/p35 kinase, primary screen, biochemical, single concentration; Cyclin-dependent kinase 5 (Homo sapiens) + Cyclin-dependent kinase 5 activator 1 (Homo …; hit rate 0.01% among 330,000; AID 488839, 2010; Recombinant CDK5/p35, ADP-Glo luminescence, 60 min; inhibition, % at 10 µM;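 active means highest replicate inhibition of at least 50% and at least 75% of replicates reaching 50%; inconclusive means only one of the two criteria met; inactive means both criteria failed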;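 further: plate controls were DMSO neutral control for no effect and GW8510 at 10 µM for full effect; many of its hits are not listed in these tables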
# Target sequence (Q00535 whole entry, looked up): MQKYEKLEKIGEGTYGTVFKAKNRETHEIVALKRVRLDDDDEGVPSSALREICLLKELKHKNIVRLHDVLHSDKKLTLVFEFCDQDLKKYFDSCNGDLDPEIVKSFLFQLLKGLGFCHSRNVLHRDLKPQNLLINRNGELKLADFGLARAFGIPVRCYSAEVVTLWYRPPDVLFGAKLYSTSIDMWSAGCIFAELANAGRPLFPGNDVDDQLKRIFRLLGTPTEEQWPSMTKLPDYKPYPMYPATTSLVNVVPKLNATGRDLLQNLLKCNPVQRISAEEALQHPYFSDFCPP
# Target sequence (Q15078 whole entry, looked up): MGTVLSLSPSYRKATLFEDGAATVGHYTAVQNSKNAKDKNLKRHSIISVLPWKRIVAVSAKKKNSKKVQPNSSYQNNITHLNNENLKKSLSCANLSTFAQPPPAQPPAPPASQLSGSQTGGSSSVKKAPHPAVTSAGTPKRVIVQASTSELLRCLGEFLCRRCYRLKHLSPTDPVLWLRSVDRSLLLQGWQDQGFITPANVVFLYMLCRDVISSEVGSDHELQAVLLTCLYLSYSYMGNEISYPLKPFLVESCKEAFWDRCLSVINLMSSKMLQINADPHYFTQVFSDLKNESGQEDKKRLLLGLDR
# RTF Ca sens inh – cardiac RTF calcium sensitivity inhibitors, primary screen, biochemical, IANBD-TnC fluorescence, EC70 calcium. inhibition, % at 7.15 µM. hit rate 0.12% among 340,000. Troponin I, cardiac muscle (Homo sapiens) + Troponin T, cardiac muscle (Homo sapiens) + …. AID 493244, 2011. IANBD-labeled cardiac RTF, Ca2+ fluorescence;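 active means inhibition above the mean inhibition of all tested compounds plus 3 SD, cut at about 17% in these data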;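 further: assay run at fixed EC70 calcium of 1.6 mM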
# NSD2 HMT inh – NSD2 histone methyltransferase inhibitors, primary screen, biochemical, AlphaScreen, single concentration, set 2; inhibition, % at 12.5 µM; AID 743445, 2014; hit rate 0.54% among 310,000; NSD2 peptide methylation, 120 min; in the data active means inhibition above about 50%
# Keap1 Nrf2 FP – Keap1-Nrf2 protein-protein interaction inhibitors, primary screen, biochemical, fluorescence polarization, single point; Keap1 Kelch-Nrf2 peptide fluorescence polarization, 1536-well; AID 504523, 2011; inhibition, % at 9.4 µM; hit rate 0.15% among 340,000; Kelch-like ECH-associated protein 1 (Homo sapiens), Q14145; in the data active means inhibition above about 12%; inconclusive means no clear call, values can overlap the other calls; inactive means below about 7.3%;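 further: human Keap1 Kelch domain with fluorescein labeled Nrf2 9mer peptide probe; 0% = neutral control wells and 100% = peptide positive control; higher means more block of Keap1 binding to Nrf2 peptide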
# PvdQ acylase – P. aeruginosa PvdQ acylase inhibitors, primary screen, biochemical, fluorescence, plate reader and imaging, single point | hit rate 0.063% among 340,000 | inhibition, % at 10 µM | purified PvdQ acylase; in the data active means inhibition above about 30%, passing the limit was not always enough; inconclusive means no clear call, values can overlap the other calls;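 further: 0% = vehicle neutral wells and 100% = reference inhibitor wells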
# PfHsp90 set2 – growth inhibition of PfHsp90-expressing yeast, primary screen, antimalarial PfHsp90 inhibitor project, S. cerevisiae, BacTiter-Glo luminescence, single point, set 2 | BacTiter-Glo ATP, 48 h; yeast lacking PDR1 and PDR3 efflux regulators | inhibition, % at 9.4 µM | hit rate 0.32% among 310,000 | AID 504621, 2011;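 active means every replicate shows inhibition above about 80%, whatever the replicate mean, limit read from the data; inconclusive means mean inhibition reaches the set limit but some replicate falls short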;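 further: 0% = DMSO neutral controls and 100% = 20 µM radicicol positive controls; yeast relying on Plasmodium falciparum Hsp90 in place of its own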
# dFosB activator – activators of delta FosB homodimer, primary screen, biochemical, fluorescence polarization, TAMRA-CDK5 oligo, single point. Protein FosB (Mus musculus), P13346. activation, % at 25 µM. hit rate 0.99% among 340,000. purified delta FosB; percent of positive-control signal above neutral wells;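 active means mean activation above about 17%, with every replicate also reaching it, limit read from the data, passing the limit was not always enough; inconclusive means only one of the two conditions met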;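 further: fluorescence polarization rise as delta FosB binds a TAMRA Cdk5 AP-1 oligo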
# Rtt109 HAT inh – inhibitors of C. albicans Rtt109/Vps75 HAT, primary screen, biochemical, ThioGlo CoA-SH fluorescence, plate reader; Histone acetyltransferase RTT109 (Candida albicans (strain SC5314 / ATCC MYA-2876)), …; purified Rtt109/Vps75, 4 h; inhibition, % at 34.9 µM; hit rate 0.16% among 330,000; AID 540336, 2011;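 active means inhibition of at least 50% in every replicate; inconclusive means best replicate reaches 50% inhibition but some replicates fall short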
# Target sequence (Q5AAJ8 whole entry, looked up): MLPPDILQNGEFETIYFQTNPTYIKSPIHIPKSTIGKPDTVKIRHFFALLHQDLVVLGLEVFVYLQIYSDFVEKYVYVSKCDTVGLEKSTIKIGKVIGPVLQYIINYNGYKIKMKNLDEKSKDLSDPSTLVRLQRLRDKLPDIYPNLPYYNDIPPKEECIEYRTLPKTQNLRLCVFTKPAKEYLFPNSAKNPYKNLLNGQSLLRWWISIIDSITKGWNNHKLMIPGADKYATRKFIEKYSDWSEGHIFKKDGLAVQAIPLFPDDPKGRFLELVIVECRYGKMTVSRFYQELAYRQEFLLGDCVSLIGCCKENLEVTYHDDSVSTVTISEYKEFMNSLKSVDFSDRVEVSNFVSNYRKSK
# * = called active by the depositor; ? = inconclusive; nt = not tested or not shown.
SMILES	cardiac RTF act	Mot1-301 SUMO	LANA DNA inh	CDK5 p35 inh	RTF Ca sens inh	NSD2 HMT inh	Keap1 Nrf2 FP	PvdQ acylase	PfHsp90 set2	dFosB activator	Rtt109 HAT inh
O=C(Cc1ccccc1)NNC1CC(=O)N(c2ccc(Oc3ccccc3)cc2)C1=O (stereo not given)	-4	-19	-0.5	-1.0	-1	0	-1	-11	-1	-7	0
CCOC(=O)Cn1ccc(NC(=O)c2ccc3c(c2)OCO3)n1	-1	4	0.0	0.3	-1	0	-5	-6	-31	-5	-4
CN(Cc1nc(Cc2ccccc2F)no1)[C@@H]1CS(=O)(=O)C[C@H]1O	1	-3	-3.5	-0.6	-5	-7	-1	4	18	3	3
O=C(NCC(=O)N1CCN(Cc2ccccc2)CC1)c1cc(Cl)cc([N+](=O)[O-])c1	-1	4	-1.0	-1.4	-11	1	4	-11	-10	-1	1
COCc1ccc(-c2c(-c3ccccc3OC)sc3cc4c(cc23)OCO4)cc1	6	18	-0.7	0.1	-34	nt	-1	-7	-15	-3	-7
CC(C)(C)OC(=O)N[C@@H](Cc1ccccc1)C(=O)NCC1CCC(C(=O)N[C@@H](CC(=O)O)C(=O)O)CC1 (stereo not given in full)	5	288	-1.5	2.2	-3	-2	-1	6	-3	2	17
CCOC(=O)C1CCCN(c2nc3ccccc3nc2C(C#N)C(=O)OCC)C1 (stereo not given)	7	-10	-13	1.8	3	2	-36	12	-5	-10	-25
Cc1[nH]c2ccc(-c3n[nH]c(=S)n3-c3ccc(Br)cc3)cc2c1C	-3	nt	-0.4	-5.1	4	-1	2	5	-6	0	-11
CC1C(=O)C(C)C(c2ccc3c(c2)OCO3)NC1c1ccc2c(c1)OCO2 (stereo not given)	1	9	0.8	0.0	-9	0	-3	-9	7	-7	9
Cc1ccc(C2CC(c3cccc(Cl)c3)n3nc(N)nc3N2)cc1 (stereo not given)	1	-20	-0.9	-0.1	0	nt	-5	-14	nt	-7	2
Cc1cccc2c(C(=O)N3CCN(c4ccccn4)CC3)cc(-c3cccc(Br)c3)nc12	1	4	-0.7	-2.9	-5	1	-5	-7	-16	-13	-3
O=C(CC1C(=O)NCCN1Cc1ccc(Cl)c(F)c1)NC1CCC1 (stereo not given)	-1	-6	2.3	-0.2	-10	3	1	-8	0	-8	-16
CC1CCN(C(c2ccccc2)c2nnnn2C(C)(C)C)CC1 (stereo not given)	-4	-8	0.3	-1.4	-8	0	2	-8	-10	-3	6
Cc1ccc(N/C(=N/S(=O)(=O)c2cccs2)c2ccccc2)c(C)c1	1	-3	-0.3	0.4	-2	0	-2	-13	-77	-15	-4
COc1cccc(CNC(=O)COC(=O)c2c(C)nn(-c3ccccc3)c2Cl)c1	3	11	-0.5	-0.2	-10	6	-1	-16	3	-8	-1
CCC(CO)Oc1cc(NCc2ccccn2)c2ncn(C(C)C)c2c1 (stereo not given)	-1	0	-0.7	-1.5	2	nt	-6	-12	-1	-12	-1
COc1cc(OC)cc(-c2nc3nc(C)c(CCC(=O)NCc4ccco4)c(C)n3n2)c1	-2	-1	0.8	-2.9	-1	0	2	-7	nt	0	-2
O=C(O)c1cccc(Cl)n1	0	5	2.4	4.7	-6	-1	2	1	18	-8	35
Cc1cccc(NC(=O)c2ccc(F)c(S(=O)(=O)N3CCC4(CC3)OCCO4)c2)c1	3	-27	1.0	0.5	-9	-3	-1	-13	19	-29	11
Cc1ccc2nc(NC(=O)C3=NN(c4ccccc4)C(=O)CC3)sc2c1	-5	11	-2.7	1.1	4	-1	-7	-10	1	-7	5
Cc1[nH]n(-c2ccccc2)c(=O)c1CCOC(=O)c1cccc(C(F)(F)F)c1	7	59	-1.0	-0.9	2	1	-1	-16	nt	-12	0
Cn1c(=O)n(Cc2ccc(F)cc2)c(=O)c2c1nc1n2CCCN1C1CCCCC1	-2	-9	1.2	-0.3	0	-1	-2	19	9	-5	0
Cc1ccc(NC(=O)Cn2cc(S(=O)(=O)c3ccccc3)c(=O)c3cc(F)ccc32)cc1	5	-4	3.7	0.3	-7	nt	-5	7	8	-3	2
CC(C)C(NC(=O)C1CCC(C(C)(C)C)CC1)C(=O)NCc1cccnc1 (stereo not given)	2	-2	0.8	1.8	8	0	-2	2	nt	-10	-4
CC[C@@H](C)[C@H](CN[C@H](CNC)C(C)C)NC[C@@H](C)c1ccc(CC(C)C)cc1	4	-5	0.1	1.4	-4	nt	2	-11	9	3	7
Cc1cn(CC(=O)NCCCn2ccnc2)c(=O)[nH]c1=O	1	nt	-1.5	-0.4	-15	nt	3	-12	6	-5	9
COCCN=c1scc(-c2ccccc2)n1/N=C/c1c[nH]c2ccccc12	-4	-11	-1.2	2.8	3	9	-1	9	-44	-1	?
CC1CN(C(=O)Cn2cc(S(=O)(=O)CC(=O)N(C)c3ccccc3)c3ccccc32)CC(C)O1 (stereo not given)	2	3	0.1	0.9	7	-1	-4	-15	-23	-4	-6
Cc1ccccc1SCC(=O)N/N=C/c1ccc(F)cc1	-1	37	-0.9	0.2	0	-5	-1	-7	-15	0	0
Cc1cc(NC(=O)c2cccc3c2C(=O)N(C2CCCCC2)C3)ccc1Br	-3	-9	0.6	1.0	-7	-2	0	6	-9	1	12
O=C(Nc1ccc2nsnc2c1)N1CCCCC1	-4	6	0.9	0.3	-2	-6	4	-4	9	0	-59
O=C1C2CCCN2C(c2ccc(F)cc2)N1c1ccc(Cl)cc1 (stereo not given)	6	15	-0.1	1.7	2	nt	-6	7	6	3	4
CCOc1cc(NC(=S)Nc2cccc(C)c2)c(OCC)cc1NC(=O)CC(C)C	0	nt	1.0	-1.4	-7	0	0	-11	14	-4	-3
CC(C)(C)[C@H]1C=C(C(=O)N2CCN(Cc3ccccc3)CC2)O[C@@H](OCc2ccc(CO)cc2)C1	-5	-23	0.7	-0.7	4	nt	-2	3	5	7	13
O=C(CCNS(=O)(=O)c1cccc(Cl)c1)OCC(=O)N1CCN(C(=O)c2ccco2)CC1	-3	6	-0.3	0.4	5	-3	1	-2	6	-11	0
O=C(NCCCN1CCCC1=O)c1ccccc1OCc1ccc(Cl)cc1Cl	-5	1	1.9	0.1	-1	-2	-4	11	0	3	-2
OCCCc1nc2ccccc2n1CCOc1ccccc1	10	1	0.8	-0.6	-2	-1	-8	-8	-28	3	5
CCCOc1ccc(Cc2c(O)nc(N)[nH]c2=O)cc1C	0	-16	3.2	0.3	-5	-4	-2	-10	15	-7	1
O=C(CC1S/C(=N\S(=O)(=O)c2ccccc2)N(c2ccccc2)C1=O)Nc1ccc(F)cc1 (stereo not given)	2	4	0.1	1.5	0	-4	-5	26	5	1	10
Cc1cccc(N2C(=O)C3C4C=CC(C5CC45)C3C2=O)n1 (stereo not given)	1	-1	1.4	1.5	-8	0	-5	-10	1	1	-8
Cc1ccc(NC(=O)c2ccccc2Br)cc1S(=O)(=O)N(C)C	8	-3	-1.5	-6.5	-3	-2	-3	-11	0	-18	1
O=C(CCl)N=c1sccn1Cc1ccccc1Cl	2	-4	-1.0	-1.7	2	6	-2	-12	-3	1	-1
O=C1Nc2ccccc2/C1=C/c1ccnc2ccccc12	4	39	-1.3	0.4	4	-1	-1	-8	10	-4	2
CCOC(=O)CCc1c(C)nc2cc(-c3ccccc3OC)[nH]n2c1=O	8	-29	-1.4	-0.3	-11	nt	-4	-11	-29	-18	6
CC(C)(C)c1nnc(NC(=O)C2CCN(C(=O)c3ccco3)CC2)s1	-5	-5	1.5	-0.8	-3	-1	1	-1	2	-6	18
COc1cc2nc(=S)n3[nH]c(COc4ccccc4C)nc3c2cc1OC	-13	31	-0.3	3.2	-2	-9	-2	-3	-10	-7	3
CCOc1ccc(Cn2nnc(C(=O)Nc3cc(C)cc(C)c3)c2N)cc1	3	-4	0.2	-1.2	4	nt	-4	-4	-2	-6	-7
O=[N+]([O-])c1ccc(N2CCC(=NOCc3ccc(Cl)cc3)CC2)cc1	4	22	0.0	-1.7	-5	7	5	-10	nt	-2	-13
CC1=NN(c2nc3ccccc3[nH]2)C(=O)/C1=C/N(C)C	8	-59	1.5	-1.5	6	1	-3	-8	81*	-3	7
Cc1cc(C)c(OCCNCc2ccccc2)c(C)c1	-4	21	3.9	-1.1	-14	1	3	-10	2	-10	1

# (continued)
SMILES	cardiac RTF act	Mot1-301 SUMO	LANA DNA inh	CDK5 p35 inh	RTF Ca sens inh	NSD2 HMT inh	Keap1 Nrf2 FP	PvdQ acylase	PfHsp90 set2	dFosB activator	Rtt109 HAT inh
O=c1oc2cc(O)ccc2c2oc3cc(O)ccc3c12	-3	6	-1.0	0.3	1	nt	-2	25	-13	-2	-112
Cc1cccc(C(=O)NNC(=O)c2ccc(Cl)cc2)c1O	2	-5	-0.9	-2.0	-7	0	-3	-7	nt	6	-3
O=C(NNC1=Nc2ccccc2SC1)c1ccccc1F	3	5	0.2	0.8	-6	-2	-3	-14	-16	5	3
CC(C)N1CCC(N2CCN(C3CCCC3)CC2CCO)CC1 (stereo not given)	7	7	0.7	0.6	-12	1	0	-8	-8	-2	-15
CCOC(=O)c1sc(C)c2c(=O)n(CCc3ccccc3)nnc12	1	-7	-0.1	0.5	1	18	2	-7	22	2	-4
Cc1ccc(-n2nc3c(c2NC(=O)c2ccco2)CS(=O)(=O)C3)cc1	-2	86	-2.0	-13	-4	0	-2	-20	6	-2	-5
CN(C)c1cccc(C(=O)n2cc(C(=O)c3cc(F)ccc3O)cn2)c1	-6	232	-0.2	0.9	-7	0	-1	-9	1	7	-6
O=S(=O)(c1ccc(Cl)cc1)N1CCN(Cc2c[nH]c3ccccc23)CC1	-1	223	0.0	-3.6	-2	5	-1	-29	0	1	-32
C=CCOc1ccc(C2/C(=C(\O)c3ccc4c(c3)CC(C)O4)C(=O)C(=O)N2CCN2CCOCC2)cc1OCC (stereo not given)	1	18	0.0	-8.7	-3	3	-8	-18	-4	-4	7

# Rows are unselected (roughly 3.2% active in at least one column).
